EPAC1 agonist – agonists of human EPAC1. EPAC1 agonist qHTS, biochemical assay; response scale: 100% = response to 6.5 mM cAMP. Potency, µM (titrated, usually from 154 µM), for inactives: at the top dose activation, most hits filed as activators. hit rate 0.073% among 360,000. AID 720707; further: potency means the concentration at half of the fitted maximal effect; nearly all actives have a fitted effect of over 60% in size
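Read-out is the fluorescence drop as BODIPY-GDP leaves Rap1B (480 nm excitation, 540 nm emission), recorded every 5 minutes over 30 minutes. Reactions held 100 nM EPAC1, 250 nM Rap1B–BODIPY-GDP and 50 uM GDP, with 6.5 mM cAMP setting full activation.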
EPAC2 antagonist – antagonists of human EPAC2. Q8WZA2. EPAC2 GEF exchange of Rap1B-BODIPY-GDP, fluorescence. Potency, µM (titrated, usually from 114 µM), inactives show at the highest dose activity, negative = inhibition, hits mostly inhibitors. hit rate 0.18% among 360,000; further: potency means the concentration at half of the fitted maximal effect; on the % scale 0 is the no-effect control and ±100 the full control effect; nearly all actives have a fitted effect of over 45% in size; many of its hits are not listed in these tables
EPAC1 antagonist – antagonists of human EPAC1. hit rate 0.14% among 360,000. Potency, µM (series often up to 115 µM), for inactives: top-dose activity change, negative = inhibition, usual class: inhibitors. O95398. EPAC1 GEF assay, Rap1b-BODIPY-GDP exchange fluorescence;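 further: potency means the concentration at half of the fitted maximal effect; plate controls were vehicle for no effect and positive control for full effect; nearly all actives have a fitted effect of over 50% in size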
PLK1 PBD block – blocks phosphopeptide binding to human PLK1 polo-box domain; P53350; hit rate 2.8% among 360,000; Potency, µM, for the others: max response, negative = inhibition, most hits filed as inhibitors; Plk1 PBD binding of FITC phosphopeptide, fluorescence polarization; further: potency means the concentration at half of the fitted maximal effect; series mostly up to about 57 µM; on the % scale 0 is the no-effect control and ±100 the full control effect; nearly all actives have a fitted effect of over 65% in size
Target sequence (P53350 whole entry, looked up, the tested form may be a part): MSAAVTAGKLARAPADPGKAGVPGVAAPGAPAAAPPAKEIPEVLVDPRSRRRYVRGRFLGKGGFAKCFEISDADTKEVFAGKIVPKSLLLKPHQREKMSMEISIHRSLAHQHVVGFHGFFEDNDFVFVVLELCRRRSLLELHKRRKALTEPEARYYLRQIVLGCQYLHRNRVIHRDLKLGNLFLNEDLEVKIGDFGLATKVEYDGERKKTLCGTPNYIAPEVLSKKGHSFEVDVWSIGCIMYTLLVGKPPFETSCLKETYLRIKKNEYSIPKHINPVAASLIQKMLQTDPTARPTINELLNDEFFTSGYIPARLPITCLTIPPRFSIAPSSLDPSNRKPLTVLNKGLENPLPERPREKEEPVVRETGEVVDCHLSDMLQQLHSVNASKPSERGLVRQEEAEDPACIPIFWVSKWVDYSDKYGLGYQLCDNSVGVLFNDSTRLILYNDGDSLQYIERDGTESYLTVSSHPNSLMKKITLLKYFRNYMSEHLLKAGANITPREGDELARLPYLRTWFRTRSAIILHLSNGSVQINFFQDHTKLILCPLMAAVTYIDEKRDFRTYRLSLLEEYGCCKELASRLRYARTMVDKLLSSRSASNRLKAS
CCT chaperon mod – cytosolic chaperonin activity modulation. AID 651819. hit rate 0.3% among 360,000. activity change, % (no concentration beside the values), hits read low. purified chaperonin ATPase assay, HTRF ADP detection, 30 min; in the data active means activity change below about -30%; further: on the % scale 0 is the no-effect control and ±100 the full control effect
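TRiC at 40 or 20 nM final (batch-dependent) in 30 mM Tris pH 7.4, 100 mM KCl, 5 mM MgCl2, 1 mM DTT, with compound at single 76 uM and 10 uM ATP, 30 min at 37 deg C. ADP detected by HTRF Transcreener, 665/615 ratio.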
WRN inhibitor – inhibitors of human WRN helicase. WRN helicase unwinding, fluorescent forked duplex, kinetic. hit rate 0.46% among 360,000. Potency, µM (series often up to 114 µM), for inactives: at the highest dose activity change, negative = inhibition, hits mostly inhibitors. Q14191; further: potency means the concentration at half of the fitted maximal effect; on the % scale 0 is the no-effect control and ±100 the full control effect; nearly all actives have a fitted effect of over 55% in size
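Kinetic fluorescence helicase assay: unwinding of a quenched forked DNA duplex (100 nM final) with 2 mM ATP final raises red fluorescence (525/598 nm). Compounds sat 15 min at room temperature with 20 nM WRN beforehand.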
Mm-Cpn inhibitor – blocks the Methanococcus maripaludis chaperonin Mm-Cpn; purified Mm-Cpn ATPase, ADP Transcreener TR-FRET; Potency, µM (titrated, usually from 76.9 µM), for inactives: top-dose activity, negative = inhibition, hits mostly inhibitors; hit rate 0.031% among 330,000; AID 504842; further: potency means the concentration at half of the fitted maximal effect; on the % scale 0 is the no-effect control and ±100 the full control effect; nearly all actives have a fitted effect of over 80% in size
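ATPase turnover read by TR-FRET ADP competition (Eu cryptate antibody/ADP-d2, 665/590 nm): 10uM ATP final, 25nM Mm-CPN final, 30 min 37degC after 10-min compound preincubation, pH 7.4 Tris/KCl/MgCl2/DTT buffer.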
PI5P4Ka inh – blocks human PI5P4K alpha kinase activity; P48426; PI5P4Kalpha enzyme, ADP-Glo luminescence, 60 min; stronger effect = lower value; hit rate 1.2% among 330,000; max response, %; AID 652105; active means max response of -50% or lower; inconclusive means between -30% and -50%; inactive means -30% or higher; further: value at the top dose of about 77 µM; on the % scale 0 is the no-effect control and ±100 the full control effect
Target sequence (P48426 whole entry, looked up): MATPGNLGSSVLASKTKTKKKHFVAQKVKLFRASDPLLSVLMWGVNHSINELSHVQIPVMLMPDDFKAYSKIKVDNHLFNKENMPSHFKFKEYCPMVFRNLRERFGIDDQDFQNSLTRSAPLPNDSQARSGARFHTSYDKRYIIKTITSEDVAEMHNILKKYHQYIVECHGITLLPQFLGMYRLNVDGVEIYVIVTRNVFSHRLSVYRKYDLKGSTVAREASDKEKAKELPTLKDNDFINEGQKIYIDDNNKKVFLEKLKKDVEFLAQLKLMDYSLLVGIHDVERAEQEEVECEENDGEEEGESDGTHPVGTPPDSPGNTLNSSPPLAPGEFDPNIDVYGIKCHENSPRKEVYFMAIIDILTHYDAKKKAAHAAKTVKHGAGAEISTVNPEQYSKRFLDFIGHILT
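Compounds were pin-transferred onto PI5P4Kalpha and substrate in HEPES pH 7.4 buffer with EGTA, CHAPS and 5% DMSO. ATP (5 microM final) started the reaction, which ran 60 minutes at room temperature before ADP-Glo detection.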
* marks the source's active call; other numbers are inactive results; ? = inconclusive; / = no result given; [ ] = another dose, or the depositor's remark. Unless noted, the call rests on the fitted dose curve; in most records, active means well fitted curve in the direction sought with a large enough effect; inconclusive means small, poorly fitted or top-dose-only effect, or another doubt; inactive means no such curve, though single readings can be large; an effect the other way counts as inactive or inconclusive.

EPAC1 agonist	EPAC2 antagonist	EPAC1 antagonist	PLK1 PBD block	CCT chaperon mod	WRN inhibitor	Mm-Cpn inhibitor	PI5P4Ka inh	mol
8%	-8%	0%	-9%	-0.3	6%	/	-1	CC(=O)C1CCC2C3CC=C4N(C)C(=O)CCC4(C)C3CCC12C (stereo not given)
11%	5%	-14%	-13%	1.2	3%	-5%	-1	CN(c1ccccc1C(=O)N1CCN(Cc2ccc3c(c2)OCO3)CC1)S(C)(=O)=O
10%	-5%	-8%	1%	-3.0	-10%	-3%	-19	CCN1C(=O)/C(=C/c2cc(C)n(C)c2C)SC1=Nc1ccc(OC)cc1
2%	1%	6%	-2%	-2.5	-5%	1%	-1	Cc1ccc2oc(=O)cc(CN3CCN(C/C=C/c4ccccc4)CC3)c2c1
7%	-18%	8%	-8%	-3.1	-18%	1%[15.4 µM]	/	CCOc1cc(C)cc2oc(=O)cc(-c3ccccc3)c12
8%	-2%	2%	2%	-1.1	-5%	-1%	5	CCN(CC(=O)Nc1ccc(OC)cc1)C(=O)Cc1coc2cc(C)c(C)cc12
4%	-4%	-12%	-2%	-0.3	-5%	1%	-11	COc1cc(OC)cc(C(=O)Nc2ccn(C)n2)c1
8%	-6%	7%	-2%	0.3	-19%	-1%	2	CNC(=O)C(=O)NCC1OCCN1S(=O)(=O)c1ccc(C)cc1 (stereo not given)
-16%	-1%	?	-5%	-1.3	-7%	-5%	?	COc1ccc(C(=O)Nc2ccccc2C(=O)NC(Cc2ccc(O)cc2)C(=O)NNC(=O)c2ccccc2Cl)cc1 (stereo not given)
-2%	7%	0%	-2%	3.2	0%	-2%	/	CS(=O)(=O)N(CC(=O)N1CCc2ccccc2C1)Cc1ccccc1
-17%	0%	-7%	-1%	-0.2	-5%	0%	-1	COc1ccc(NC(=O)CSc2nnc(Cn3cnc([N+](=O)[O-])n3)n2C)cc1
5%	-1%	-4%	-22%	0.2	10%	-2%	-9	NS(=O)(=O)c1ccc(CNC(=O)c2cc(=O)c3ccccc3o2)cc1
3%	1%	11%	4%	-1.1	5%	-1%	-5	COC(=O)c1ccc(CNC(=O)c2ccc(S(=O)(=O)N3CCCCCC3)cc2)cc1
0%	-4%	-15%	-13%	-2.2	-8%[11.6 µM]	3%	-3	O=C(Nc1ccc(N2CCN(C(=O)c3ccccc3)CC2)cc1)c1ccc([N+](=O)[O-])o1
-1%	3%	-27%	-3%	-1.0	-12%	2%	3	COc1ccc(/C=N/NC(=O)c2[nH]c(C)c(C(=O)N/N=C/c3ccc(OC)cc3)c2C)cc1
6%	-21%	-6%	2%	-1.5	0%	-4%	-2	COc1ccccc1CNC(=O)c1c(-c2ccccc2Cl)noc1C
7%	-7%	-30%	4%	-5.1	-4%	-2%	15	COc1ccc(-c2cc(C(=O)N(C)Cc3ccccc3)c3ccccc3n2)cc1
-7%	6%	-5%	1%	-1.3	1%	1%	1	C=C(C)C(=O)N1CC2(CC(c3cccc(NC(=O)COc4ccc(Cl)cc4)c3)=NO2)C[C@@H]1C(N)=O (stereo not given in full)
-9%	0%	-14%	5%	-0.2	8%	2%	2	O=C(CCNC(=O)C1CCN(S(=O)(=O)c2ccc(F)cc2)CC1)NCc1cccc(Cl)c1
1%	-7%	-21%	-3%	-1.6	-3%[57.1 µM]	0%	0	Cc1cccc(C)c1NC(=O)C(C)Sc1nnc(C)n1CC1CCCO1 (stereo not given)
5%	10%	2%	-6%	-4.8	0%	/	6	O=C(Cn1c(=O)sc2ccccc21)Nc1ccccc1
7%	2%	-16%	-3%	0.4	-5%	0%	1	Cc1cccc(C2c3[nH]c4ccccc4c3CCN2C(=O)c2cc3c([nH]c2=O)CCCC3)n1 (stereo not given)
-1%	-19%	-27%	-1%	0.7	-9%	/	19	CC1(C(=O)Nc2cccc3cccnc23)CCN1Cc1ccccc1OC(F)F (stereo not given)
11%	-8%	-12%	-15%	-1.8	-1%	-1%	-4	CCCN(CCC)CCNC(=O)C1CCN(Cc2nc(-c3ccc(Cl)cc3)oc2C)CC1
-10%	4%	-13%	-13%	-1.7	4%	2%	0	CCOC(=O)N1CCC(NC(=O)c2ccc3c(Cl)c4c(nc3c2)CCCC4)CC1
4%	-9%	-4%	-11%	-3.4	-2%	2%	-7	CCOc1ccc(CNC(=O)CCS(=O)(=O)Cc2ccc(C)cc2)cc1OC
15%	0%	5%	-7%	-2.7	8%	-2%	1	CCN(CC)CCNC(=O)c1ccc(NC(=O)c2cn(-c3ccccc3)nc2-c2cccs2)cc1
9%	-2%	-3%	-9%	0.4	-35%	-1%	1	CC(C)(C)c1ccccc1NC(=O)CN1C(=O)NC2(CCCC2)C1=O
2%	-23%	-12%	-1%	-0.3	3%	-2%	23	C[C@@H](NC(=O)c1nc[nH]c1C(=O)N[C@H](C)c1ccccc1)c1ccccc1
13%	3%	2%	9%	0.0	7%	-4%	-4	Cc1cccn2c(=O)nc(SCC(=O)NCc3ccccc3)nc12
-11%	-1%	?	-14%	-2.4	-9%	-1%	1	COc1ccc(/C=N/NC(=O)CC2N=C(Cc3ccccc3)NNC2=O)cc1OC (stereo not given)
1%	4%	?	-9%	0.3	-30%	0%	1	O=C(CSc1n[nH]c(-c2ccco2)n1)Nc1ccc(F)cc1
-5%	6%	-11%	1%	-0.6	-22%	-1%	-7	C/C(=N\Nc1nnc2c3ccccc3n(C)c2n1)c1ccc(C)o1
7%	-9%	1%	-2%	0.1	-1%	1%	2	CCOc1ccccc1NC(=O)CN1CCC(C(=O)c2ccc(F)cc2)CC1
-4%	-12%	-13%	2%	0.6	-6%	-2%	5	CC1CCCC(NC(=S)NC(=O)c2ccccc2Br)C1C (stereo not given)
2%	5%	-9%	-2%	0.8	-8%	2%	/	CCOc1ccc(CN(Cc2ccco2)S(=O)(=O)c2ccc(-n3cnnn3)c(OC)c2)cc1
5%	-3%	-2%	-27%	-3.8	-8%	1%	/	CCCCNC(=O)CSc1nnc(-c2c[nH]c3ccccc23)n1CC1CCCO1 (stereo not given)
-6%	0%	-6%	0%	-1.3	-18%	1%	2	CC(C)(C)CC(=O)Nc1nnc(SCC(=O)NC2CCCC2)s1
9%	-13%	?	-13%	-1.0	-4%	0%	1	Cc1cccc(N(Cc2ccccc2)C(=O)c2ccccc2S(C)(=O)=O)c1
-11%	47%[activator]	-10%	30µM*	-1.8	5%	0%	-1	Cc1ccc(-c2[nH][nH]c(=O)c(=O)c2N=Nc2ccccc2)cc1
9%	2%	-5%	-15%	-2.5	7%	-4%	-5	CC(Sc1ncnc2sccc12)C(=O)Nc1ccc(S(N)(=O)=O)cc1 (stereo not given)
-1%	19%	-2%	-2%	1.6	-7%	0%	15	Cc1cc(C(=O)NCc2cccs2)cs1
-4%	19%	22%	-1%	0.0	-10%	/	-1	Nc1[nH]c(C(=O)c2ccccc2)c(-c2ccncc2)c1C(=O)NCc1ccc(Cl)cc1
-3%	12%	17%	-1%	-0.7	7%	0%	-2	CC(C)c1ccc(C(=O)NNC(=O)c2ccncc2)cc1
-7%	-2%	-2%	-3%	0.4	-17%	-2%	0	COC(=O)Cn1cnc2c(nnn2-c2ccc(F)cc2)c1=O
6%	1%	-4%	-4%	-1.1	3%[57.1 µM]	1%	0	COc1ccc(C(=O)CCC(=O)Nc2cccnc2)cc1OC
0%	?	-3%	-7%	-1.5	-5%	-1%	7	CCN(CC)c1nc(-c2ccc(Cl)cc2)cc(C(F)(F)F)c1C#N
2%	-13%	-7%	-20%	-0.2	0%	1%	0	CC(C)(C)c1ccc(C(=O)NCCCNC(=O)c2ccccn2)cc1
8%	-1%	4%	-9%	-4.3	-1%	2%	/	O=C(Nc1cccc(C(=O)N2CCOCC2)c1)c1cccnc1
7%	0%	4%	-14%	-1.8	8%	1%	-1	Cc1nn(C(C)C)c(C)c1CN1CCN(Cc2ccsc2)C(CCO)C1 (stereo not given)
12%	-3%	3%	-16%	-1.8	2%	1%	-26	COc1ccccc1CNC(=O)C(=O)NCC1OCCN1C(=O)c1ccc(Cl)cc1 (stereo not given)
4%	19%	3%	-6%	4.6	-13%	3%	/	Cn1c(=O)c2c(ncn2Cc2cccc(Cl)c2)n(C)c1=O
0%	-11%	0%	-23%	-5.2	-1%	-6%	7	CC(=O)N1CCCc2cc(S(=O)(=O)N(CC(C)C)CC(C)C)ccc21
6%	-1%	-11%	-10%	-13	0%	0%	1	Cc1ccc(CN2CCN(/N=C/c3cccnc3)CC2)c(C)c1
2%	-1%	-1%	-7%	-0.8	-22%	0%	1	O=C(CN1CCCCCC1)Nc1ccc([N+](=O)[O-])cc1Cl
-4%	-16%	-1%	9%	1.0	5%	/	4	Cc1ccc([C@H]2C[C@H](O)[C@@H](n3cc(-c4ccc(F)cc4)nn3)CN2Cc2cccs2)cc1
14%	1%	-28%	-11%	1.5	-1%	-3%	0	COc1ccccc1CCN=C(N)NS(=O)(=O)c1ccc(C)c(C)c1
-1%	-9%	-7%	-4%	2.0	0%	1%	-2	CCOc1nc(Nc2ccccc2)nc(OCC)n1
-8%	1%	-5%	-4%	0.3	-14%	-1%	4	CC1CCN(C(=O)Cn2c(=O)n(Cc3ccco3)c(=O)c3sccc32)CC1

Single values from the results shown:
Cc1ccc(CN2CCN(/N=C/c3cccnc3)CC2)c(C)c1 @ EPAC2 antagonist = -1%
CCOc1nc(Nc2ccccc2)nc(OCC)n1 @ EPAC2 antagonist = -9%

A portion of the library; count on the stated rates, not on these rows.
